Source: PubChem BioAssay (NMMLSC)
Myeloid diff MLP – induction of myeloid progenitor differentiation, primary screen, cell-based, flow cytometry, MLPCN library | ER-HoxA9 myeloid progenitors, lysozyme-GFP differentiation | 360,000 tested, 1% active | calls only at 10 µM | AID 624256, 2012;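 active means normalized GFP-positive differentiation at or above the plate's own cutoff, the solvent-only control mean plus 3 SD; inconclusive means no clear call, values can overlap the other calls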;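 further: cells exposed to compound for four days before flow analysis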
Myeloid diff MLP GFP+ MAC1+ % – further read-out of Myeloid diff MLP, marked with its call; GFP+ MAC1+ double positive, %; measured here: differentiation confirmed by MAC1 staining
* marks the source's active call; other numbers are inactive results; i = inactive; ? = inconclusive; / = not tested or not shown; + = active, no number. This is a subset (hit frequency here may not be typical).

SMILES	Myeloid diff MLP	Myeloid diff MLP GFP+ MAC1+ %
Cc1cccc(CN2CCN(C(=O)CN(C)C(C)C(=O)Nc3ccc(C(N)=O)cc3)CC2)c1 (configuration not stated)	i	0.5
Cc1noc(NS(=O)(=O)c2ccc(NC(=O)c3cccc(S(=O)(=O)Nc4ccccc4F)c3)cc2)c1C	i	0.4
CNC(=O)C1(c2ccccc2)CCCCC1	i	1.3
OCCNc1ncnc2c1nnn2Cc1ccccc1Cl	i	1.5
C[C@H](CO)N1C[C@H](C)[C@@H](CN(C)Cc2ccccc2C(=O)O)OCc2cnnn2CCCC1=O	i	0.7
Cc1ccc(S(=O)(=O)NNC(=O)c2cc(C)c(C)cc2N)cc1	i	1.1
COc1ccc(CN(C)CC(=O)Nc2cccc(S(=O)(=O)N3CCCC3)c2)cc1F	i	0.7
Cc1ccc(Cc2c(C3CCCCC3)nc3ccc(Cl)cn23)cc1	i	0.6
CC(C)Nc1nc(NCc2ccccc2)c2sccc2n1	i	3.4
Cc1cc(OCC(=O)NNC(=O)c2cccc(F)c2)ccc1Cl	i	0.6
COc1ccc([C@@H]2CC=C(C(=O)O)[C@H](c3ccc(Br)cc3)N2S(=O)(=O)c2ccccc2C)cc1	i	0.1
c1ccc2c(c1)Oc1ccccc1S2	i	1.8
Nc1ncc2[nH]c(N)nc2n1	i	1.0
C=C[C@H]1C(C(=O)OCC)=CC[C@@H](c2ccccc2)N1S(=O)(=O)c1ccc(C)cc1	i	1.0
Clc1ccc(-n2nnc(-c3ncc[nH]3)n2)cc1Cl	i	1.9
Cc1c(C(=O)Nc2nnc(C3CC3)s2)oc2ccccc12	i	0.5
CC(C)=C[C@H]1C[C@H](C)[C@H]2CC[C@H](C)c3c(O[C@@H]4OC[C@@H](O)[C@H](O)C4O)c(O)c(C)c1c32 (some centres not stated)	i	0.6
COc1ccc(C(C)=O)c(OCC(=O)NCCC2=CCCCC2)c1	i	0.7
CN(CC(=O)Nc1c(Cl)cccc1Cl)C(=O)Cc1ccsc1	i	0.6
CCc1nc2c(OCc3ccc(F)c(F)c3)cccn2c1N(C)C(=O)c1cccs1	i	1.4
CC(=Nc1ccccc1)C1=C(O)C(CC(C)C)NC1=O (configuration not stated)	i	1.0
Cc1ccc(NC(=O)C2CCCC2)c(Br)c1	i	0.9
O=C(O)c1ccccc1NCc1cccnc1	i	0.0
CC(=O)N1CCN(C(=O)c2ccc(-c3cccc(C(F)(F)F)c3)o2)CC1	i	0.9
COc1ccc(OCCOC(=O)c2cc(S(=O)(=O)N3CCOCC3)c(Cl)cc2Cl)cc1	i	0.5
Cc1ccc(C(=O)OC(C)C(=O)NC(C)CCc2ccccc2)o1 (configuration not stated)	i	0.7
CCNC(=O)C1CCCN(Cc2ccc(C)c3ccccc23)CC1 (configuration not stated)	i	0.6
COCCNc1nc(NCc2ccc(NC(C)=O)cc2)c2sc(-c3ccccc3)cc2n1	?	/
CCCOc1ccc(C2C(C(=O)c3ccco3)=C(O)C(=O)N2CCCn2ccnc2)cc1OC (configuration not stated)	i	0.6
Cc1sc2nc(CSCC(=O)N(CCC#N)c3ccccc3F)[nH]c(=O)c2c1C	i	0.3
O=C(Cc1cccc(NC(=O)C2CCCN(C(=O)C3CCCCC3)C2)c1)Nc1ccc(C(=O)N2CCCCC2)cc1 (configuration not stated)	i	0.3
O=C1c2ccccc2S(=O)(=O)c2cc(C(=O)N3CCN(c4ccccc4)CC3)ccc21	i	1.5
COc1cccc(NC(=O)C(C)(C)C)c1	i	0.9
Cc1ccc(CN2CC(C(=O)N3CCN(S(=O)(=O)c4c(F)cccc4F)CC3)CC2=O)cc1 (configuration not stated)	i	0.9
Cc1c(NC(=O)[C@@H](NC(=O)c2ccc(Cl)c([N+](=O)[O-])c2)C(C)C)c(=O)n(-c2ccccc2)n1C	i	1.0
COc1ccc(C2c3cc(OC)c(OC)cc3CC3C(=O)OCC32)cc1OC (configuration not stated)	i	1.2
C=C(c1ccccc1)c1ccccc1N	i	1.5
Cc1ccc(NC(=O)COc2coc(CN3CCc4ccccc4C3)cc2=O)c(C)c1	i	1.0
CC(=O)N1CCN(S(=O)(=O)c2cccc(C(=O)NNC(=O)COc3ccc(F)cc3)c2)CC1	i	0.9
CC(C)C(=O)N[C@H]1CCC2C3CC=C4C[C@@H](O)CC[C@]4(C)C3CC[C@@]21C (some centres not stated)	i	2.8
CCCCn1c(N)c(N(Cc2ccccc2OC)C(=O)CN2C(=O)NC3(CCCC3)C2=O)c(=O)[nH]c1=O	i	0.4
O=C(OCc1cn([C@@H]2CN(C(=O)C3CCCCC3)[C@@H](c3ccc(Cl)cc3)C[C@H]2O)nn1)c1ccccc1	i	2.6
CCN(CC(=O)Nc1c(F)cccc1F)C(=O)CCNC(=O)c1ccco1	i	0.8
Cc1noc(C)c1-c1ccc(C(=O)NCCc2ccccc2)c2occc12	i	0.3
Cc1ccc(NC(=O)c2ccc(Br)o2)c([N+](=O)[O-])c1	i	0.0
O=C1NCCO1	i	1.7
COc1cccc(CNC(=O)c2cc(C3CC3)nc3c2cnn3C(C)C)c1	i	0.6
Cc1ccc(S(=O)(=O)N2C[C@H]3C(=O)C[C@@H]4C(=O)N(c5ccccc5)C(=O)[C@@H]4[C@@H]3C[C@@H]2c2ccccc2)cc1	i	0.9
O=C(O)c1cccc(S(=O)(=O)Nc2cccc(S(=O)(=O)Nc3ccc(Br)cc3)c2)c1	i	0.5
CC(C)(C)OC(=O)C[C@H]1C/C=C\C[C@@H](CC(=O)N[C@@H](CO)Cc2ccccc2)C(=O)N2CCC[C@H]2COC1=O	i	2.4
COc1cc(OC)cc(C(=O)NNC(=O)c2cc(S(=O)(=O)N3CCOCC3)ccc2F)c1	i	1.1
CC(=NN=C(C)c1ccc(O)cc1)c1ccc(O)cc1	i	1.2
CC(C)(C)NC(=O)C(c1ccc(-c2ccccc2)cc1)N(C[C@H]1CC[C@@H]([C@@H]2CC[C@H](CO)O2)O1)C(=O)c1ccc2ccccc2c1 (some centres not stated)	i	1.1
COc1ccc(S(=O)(=O)N(C)C)cc1NC(=O)c1ccc(OCC2CCCO2)cc1 (configuration not stated)	i	1.4
O=C(OCC(=O)N1CCN(C(=O)c2ccco2)CC1)c1ccccc1NCCO	i	0.7
O=C(COC(=O)c1cc[n+]([O-])cc1)Nc1ccc(Cl)cc1Cl	i	0.4
O=C(CCS(=O)(=O)c1ccccc1)Nc1ccc(S(=O)(=O)Nc2nccs2)cc1	i	1.5
CCC1CC(C(=O)O)CC(=O)N1 (configuration not stated)	i	1.3
COc1ccc(C(=O)/C=C/NCc2ccc(C)cc2)cc1	i	0.2
CCOC(=O)[C@]12CCC=C1N(Cc1ccccc1)C(=O)[C@H](CC(=O)NCCCCc1ccccc1)C2	i	1.0

Next entries
SMILES	Myeloid diff MLP	Myeloid diff MLP GFP+ MAC1+ %
COCCN(C(=O)c1ccc(N2CCCC2=O)cc1)c1c(N)n(CC(C)C)c(=O)[nH]c1=O	i	0.5
CC(=O)Nc1ccc(C2=NOC(C)(C)C(=O)N2Cc2cccc(C#N)c2)cc1	i	4.8
O=C(NCc1ccccc1Cl)c1ccc(S(=O)(=O)N2CCCC2)cc1	i	0.5
CCCCn1nc(C(=O)NCC2COc3ccccc3O2)c2ccccc2c1=O (configuration not stated)	i	0.4
N#Cc1ccccc1Sc1ccccc1C(=O)NCC(c1ccco1)N1CCCC1 (configuration not stated)	i	1.8
CCC(CO)Oc1cc(NCc2ccc(C)c(C)c2)c2ncn(C(C)C)c2c1 (configuration not stated)	i	1.9
C=CC[C@@H](CC(=O)N[C@@H](CO)Cc1ccccc1)C(=O)NCCOC(=O)[C@@H](CC=C)Cc1ccc(F)cc1	i	2.2
CC(C)(C)NCC(O)COc1ccccc1C1CCCC1 (configuration not stated)	+	3.3*
COC(=O)C1=C(C)N(Cc2ccccc2)C(=NCC(C)C)N[C@H]1c1cccc(F)c1	i	1.1
CN(Cc1ccc(Cl)c(Cl)c1)C(=O)CN1C(=O)NC2(CCCC2)C1=O	i	1.2
CC(OC(=O)CNC(=O)c1ccc2ccccc2c1)C(=O)N(C)C1CCCCC1 (configuration not stated)	i	0.6
Cc1ccc2nc(C3CCCCC3)c(CC(C)(C)C)n2c1	i	0.6
CCc1nc2c(OCc3ccc(C#N)cc3)cccn2c1N(C)C(=O)c1ccc(C)cc1	i	0.5
CCOc1ccccc1C(=O)OCC(=O)NCC1CCCCC1	i	0.7
CC(=O)c1ccc(OCC(=O)Nc2cccc(C(=O)Nc3c(C)n(C)n(-c4ccccc4)c3=O)c2)cc1	i	0.7
CC(OC(=O)c1ccc(S(=O)(=O)N2CCCCC2)cc1)C(=O)Nc1ccc(C(N)=O)cc1 (configuration not stated)	i	1.6
COc1ccc(C(=O)COC(=O)C(CCSC)NC(=O)COc2ccccc2)cc1 (configuration not stated)	i	0.5
O=C(Oc1ccccc1Cl)c1ccccc1	i	0.9
Cc1cccc(N(Cc2ccccc2)C(=O)c2cc(S(=O)(=O)N3CCOCC3)ccc2Cl)c1	i	1.1
CC(=O)OCCc1c2ccccc2c(CCCN(C)C)c2ccccc12	i	0.1
C[C@H](CO)N1C[C@H](C)[C@H](CN(C)Cc2ccccc2)Oc2ccc(NC(=O)Nc3ccc(F)cc3)cc2C1=O	i	1.4
CCN(CC(=O)Nc1cccc(S(=O)(=O)N(C)c2ccccc2)c1)Cc1ccccc1	i	0.6
Oc1c(C(c2ccccc2)N2CCOCC2)ccc2ccccc12 (configuration not stated)	i	1.1
O=S(=O)(c1ccccc1)C1CC1(c1ccccc1)c1ccccc1 (configuration not stated)	i	0.7
CCOc1ccc(NC(=O)CN(C)C(=O)c2ccccc2SCC(=O)N2CCCC2)cc1OCC	i	0.5
COc1ccc(-c2csc(C(O)c3ccc(F)cc3)n2)cn1 (configuration not stated)	i	1.0
O=C(COC(=O)c1ccccc1O)NC(c1ccccc1)c1ccccc1	i	1.2
COc1ccccc1C(=O)NC(=O)CSc1ccc(C)c(C)c1	i	1.0
C#CCOCCOCCOCCNc1nc(N2CCN(C(=O)Cn3cc(CCO)nn3)CC2)nc(N2CCN(C(=O)[C@H](CCCCN)n3cc(CCCC)nn3)CC2)n1	i	1.4
O=C(C1CCCCC1)N1CCC(c2nc3c(nnn3Cc3ccccc3Cl)c(=O)[nH]2)CC1	i	0.2
O=C(OCc1nnc(-c2ccccc2)o1)c1ccc([N+](=O)[O-])s1	i	1.2
C#CCOCCOCCOCCNc1nc(N2CCN(C(=O)CCCCCCCCCCNC(=O)[C@H](CCCCN)n3cc(C[C@@H](C)CC)nn3)CC2)nc(N2CCN(C(=O)CCCCCCCCCCNC(=O)[C@H](CCCN=C(N)N)n3cc(C[C@@H](C)CC)nn3)CC2)n1	i	5.6
COc1ccccc1C(CNC(=O)c1ccco1)N1CCCC1 (configuration not stated)	i	0.5
O=S(=O)(c1cccc2cnccc12)N1CCNCC1	i	1.3
COc1cccc(-c2cnc3c(NC=O)cc(-c4ccc(O)c(OC)c4)cn23)c1	i	2.7
COc1cc2c(C(F)(F)F)c(-c3ccsc3)oc(=O)c2cc1OC	i	0.3
COc1cc(OC)cc(C2=Cc3ccccc3C(CC(C)=O)N2c2ccc(-c3cccs3)cc2)c1 (configuration not stated)	i	0.5
C[C@@H]1CN([C@@H](C)CO)C(=O)c2cc(NC(=O)c3ccccc3)ccc2O[C@@H](C)CCCCO[C@@H]1CN(C)Cc1ccc(C(F)(F)F)cc1	i	0.2
CC(C)(C)N1C(=O)[C@H]2[C@@H](c3ccc(Br)cc3)N3C(=O)N(c4cccc(Cl)c4)C(=O)[C@@]3(Cc3ccccc3)[C@H]2C1=O	i	2.6
Cc1ccc(S(=O)(=O)Nc2nc3ccccc3nc2N2CCOCC2)cc1	i	0.8

Taken from the listing, 14 compounds:
SMILES	Myeloid diff MLP	Myeloid diff MLP GFP+ MAC1+ %
C[C@H](CO)N1C[C@H](C)[C@H](CN(C)Cc2ccccc2)Oc2ccc(NC(=O)Nc3ccc(F)cc3)cc2C1=O	i	1.4
CCN(CC(=O)Nc1cccc(S(=O)(=O)N(C)c2ccccc2)c1)Cc1ccccc1	i	0.6
Oc1c(C(c2ccccc2)N2CCOCC2)ccc2ccccc12 (configuration not stated)	i	1.1
O=S(=O)(c1ccccc1)C1CC1(c1ccccc1)c1ccccc1 (configuration not stated)	i	0.7
CCOc1ccc(NC(=O)CN(C)C(=O)c2ccccc2SCC(=O)N2CCCC2)cc1OCC	i	0.5
COc1ccc(-c2csc(C(O)c3ccc(F)cc3)n2)cn1 (configuration not stated)	i	1.0
O=C(COC(=O)c1ccccc1O)NC(c1ccccc1)c1ccccc1	i	1.2
COc1ccccc1C(=O)NC(=O)CSc1ccc(C)c(C)c1	i	1.0
C#CCOCCOCCOCCNc1nc(N2CCN(C(=O)Cn3cc(CCO)nn3)CC2)nc(N2CCN(C(=O)[C@H](CCCCN)n3cc(CCCC)nn3)CC2)n1	i	1.4
O=C(C1CCCCC1)N1CCC(c2nc3c(nnn3Cc3ccccc3Cl)c(=O)[nH]2)CC1	i	0.2
O=C(OCc1nnc(-c2ccccc2)o1)c1ccc([N+](=O)[O-])s1	i	1.2
C#CCOCCOCCOCCNc1nc(N2CCN(C(=O)CCCCCCCCCCNC(=O)[C@H](CCCCN)n3cc(C[C@@H](C)CC)nn3)CC2)nc(N2CCN(C(=O)CCCCCCCCCCNC(=O)[C@H](CCCN=C(N)N)n3cc(C[C@@H](C)CC)nn3)CC2)n1	i	5.6
COc1ccccc1C(CNC(=O)c1ccco1)N1CCCC1 (configuration not stated)	i	0.5
O=S(=O)(c1cccc2cnccc12)N1CCNCC1	i	1.3

New compounds follow:
SMILES	Myeloid diff MLP	Myeloid diff MLP GFP+ MAC1+ %
Cc1ccc([C@@H]2CC=C(C(=O)O)[C@H](c3ccc(F)cc3)N2S(=O)(=O)c2ccc(C)cc2)cc1	i	2.6
CN(C1CCCCC1)S(=O)(=O)c1ccc(SCC(N)=O)nc1	i	1.1
Cn1c(=O)[nH]c(=O)c2c1nc(N1CCNCC1)n2CCOc1ccccc1	i	0.6
COc1ccc(N2C[C@H](C)[C@@H](CC(=O)Nc3ccc(Br)cc3)C2=O)cc1	i	0.5
C[C@H](CO)N1C[C@H](C)[C@@H](CN(C)CC2CCCCC2)Oc2c(NS(=O)(=O)c3cccs3)cccc2C1=O	i	0.4
